Pf apPOL block: Pf-apPOL inhibitors, biochemical, fluorescence; Plasmodium falciparum apicoplast DNA polymerase (apPOL); Recombinant Pf-apPOL, molecular beacon fluorescence, 1.5 h; inhibition, % at 10 µM; 0.25% of 210,000 active; AID 1794808, 2022
mHTT-CaM PPI inh: mutant huntingtin-calmodulin interaction inhibitors – biochemical, AlphaScreen, primary screen | P42858 | AlphaScreen His-mHTT/GST-CaM binding, luminescence | inhibition, % at 15 µM | 3.6% of 190,000 active | AID 1671202, 2021;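 further: 0% = both proteins with DMSO and 100% = one protein alone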
Target sequence (P42858 whole entry, looked up, stated change not applied): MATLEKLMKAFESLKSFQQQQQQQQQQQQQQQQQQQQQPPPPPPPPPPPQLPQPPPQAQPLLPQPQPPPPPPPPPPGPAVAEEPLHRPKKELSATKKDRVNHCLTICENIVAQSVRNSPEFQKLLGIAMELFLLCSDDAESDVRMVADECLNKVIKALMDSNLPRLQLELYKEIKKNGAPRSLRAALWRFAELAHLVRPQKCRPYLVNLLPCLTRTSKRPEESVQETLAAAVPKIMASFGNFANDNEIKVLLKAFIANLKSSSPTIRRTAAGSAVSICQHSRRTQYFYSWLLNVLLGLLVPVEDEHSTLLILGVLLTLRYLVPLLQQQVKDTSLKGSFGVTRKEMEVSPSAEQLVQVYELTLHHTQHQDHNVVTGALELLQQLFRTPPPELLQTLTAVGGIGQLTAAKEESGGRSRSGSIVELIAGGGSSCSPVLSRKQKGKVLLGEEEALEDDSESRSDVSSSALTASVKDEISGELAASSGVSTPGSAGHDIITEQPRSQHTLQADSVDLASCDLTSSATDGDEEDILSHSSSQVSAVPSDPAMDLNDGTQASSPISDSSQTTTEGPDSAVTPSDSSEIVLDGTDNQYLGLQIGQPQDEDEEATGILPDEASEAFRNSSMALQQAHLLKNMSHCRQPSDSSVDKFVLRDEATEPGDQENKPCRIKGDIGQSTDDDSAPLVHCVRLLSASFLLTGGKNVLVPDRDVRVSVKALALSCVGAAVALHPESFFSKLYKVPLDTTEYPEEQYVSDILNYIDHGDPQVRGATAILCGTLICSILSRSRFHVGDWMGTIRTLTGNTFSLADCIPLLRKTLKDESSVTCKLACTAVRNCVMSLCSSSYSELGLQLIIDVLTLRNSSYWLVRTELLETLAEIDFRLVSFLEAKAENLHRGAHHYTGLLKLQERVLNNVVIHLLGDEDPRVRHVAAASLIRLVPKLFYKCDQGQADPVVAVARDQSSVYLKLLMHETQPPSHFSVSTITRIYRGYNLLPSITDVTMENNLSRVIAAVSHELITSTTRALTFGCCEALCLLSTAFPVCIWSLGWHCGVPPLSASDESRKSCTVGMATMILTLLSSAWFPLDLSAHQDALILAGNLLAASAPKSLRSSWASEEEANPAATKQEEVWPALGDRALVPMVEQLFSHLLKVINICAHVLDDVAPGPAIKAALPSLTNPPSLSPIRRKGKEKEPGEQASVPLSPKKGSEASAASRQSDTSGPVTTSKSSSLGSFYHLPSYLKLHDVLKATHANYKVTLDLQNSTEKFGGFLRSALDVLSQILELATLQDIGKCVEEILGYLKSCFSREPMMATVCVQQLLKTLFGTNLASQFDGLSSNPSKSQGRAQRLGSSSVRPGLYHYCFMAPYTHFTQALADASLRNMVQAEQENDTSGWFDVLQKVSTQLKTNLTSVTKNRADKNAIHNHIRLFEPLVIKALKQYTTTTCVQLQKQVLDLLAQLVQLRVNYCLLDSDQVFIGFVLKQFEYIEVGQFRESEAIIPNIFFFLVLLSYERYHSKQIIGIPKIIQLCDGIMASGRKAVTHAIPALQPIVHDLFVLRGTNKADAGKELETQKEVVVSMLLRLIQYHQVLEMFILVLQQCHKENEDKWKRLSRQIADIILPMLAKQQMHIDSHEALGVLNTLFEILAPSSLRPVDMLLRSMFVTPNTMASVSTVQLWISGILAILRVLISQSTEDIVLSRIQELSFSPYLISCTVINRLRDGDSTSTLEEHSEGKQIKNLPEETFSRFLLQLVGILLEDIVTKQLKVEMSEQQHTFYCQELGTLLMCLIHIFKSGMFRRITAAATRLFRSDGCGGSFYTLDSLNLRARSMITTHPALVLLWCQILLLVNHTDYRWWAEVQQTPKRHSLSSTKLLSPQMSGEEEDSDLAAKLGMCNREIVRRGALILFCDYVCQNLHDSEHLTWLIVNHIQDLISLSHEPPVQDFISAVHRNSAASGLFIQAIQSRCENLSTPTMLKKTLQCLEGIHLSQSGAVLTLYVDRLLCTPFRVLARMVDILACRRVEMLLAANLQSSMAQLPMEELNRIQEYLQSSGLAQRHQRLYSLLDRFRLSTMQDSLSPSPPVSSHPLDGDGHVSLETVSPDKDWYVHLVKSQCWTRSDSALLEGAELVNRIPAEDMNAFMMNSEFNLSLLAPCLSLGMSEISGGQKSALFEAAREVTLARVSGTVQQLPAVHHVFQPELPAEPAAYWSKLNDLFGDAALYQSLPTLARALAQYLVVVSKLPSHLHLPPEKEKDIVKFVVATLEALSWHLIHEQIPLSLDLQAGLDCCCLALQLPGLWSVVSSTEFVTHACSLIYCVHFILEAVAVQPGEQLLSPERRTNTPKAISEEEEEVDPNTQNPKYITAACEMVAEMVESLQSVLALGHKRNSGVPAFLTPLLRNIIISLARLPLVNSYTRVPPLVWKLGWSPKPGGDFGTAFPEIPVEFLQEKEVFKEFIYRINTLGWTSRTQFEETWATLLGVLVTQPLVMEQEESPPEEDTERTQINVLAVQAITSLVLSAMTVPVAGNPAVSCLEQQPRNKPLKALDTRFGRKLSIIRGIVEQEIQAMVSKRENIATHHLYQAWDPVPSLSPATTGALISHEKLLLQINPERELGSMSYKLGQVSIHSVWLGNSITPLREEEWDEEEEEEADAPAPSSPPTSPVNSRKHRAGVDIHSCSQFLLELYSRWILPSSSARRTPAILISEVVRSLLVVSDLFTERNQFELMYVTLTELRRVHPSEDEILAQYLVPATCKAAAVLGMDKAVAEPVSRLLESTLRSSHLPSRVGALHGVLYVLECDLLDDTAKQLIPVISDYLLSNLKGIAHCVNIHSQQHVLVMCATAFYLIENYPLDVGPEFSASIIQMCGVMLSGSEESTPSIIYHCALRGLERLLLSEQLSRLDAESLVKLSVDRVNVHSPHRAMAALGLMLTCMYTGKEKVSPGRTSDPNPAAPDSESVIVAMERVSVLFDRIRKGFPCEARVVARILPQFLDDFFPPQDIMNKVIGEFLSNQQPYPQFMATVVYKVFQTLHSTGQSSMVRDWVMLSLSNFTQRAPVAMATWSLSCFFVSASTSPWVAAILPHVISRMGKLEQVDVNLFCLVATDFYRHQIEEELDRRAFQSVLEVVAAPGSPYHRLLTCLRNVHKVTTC
* hit, by the source's call; / = not tested or not shown; & = joins results of further samples. No stated cut-off is given here; in the data, active means inhibition above about 50%; inactive means the rest. This is a subset. The share of hits here may be higher or lower than overall.

SMILES	Pf apPOL block	mHTT-CaM PPI inh
CCc1ccc(NC(=O)CN(C)S(=O)(=O)c2ccc(C)cc2)cc1	6	-7
Oc1ccccc1C=Nc1ccc2oc(-c3cccc(F)c3)nc2c1	-1	-3
NC(CS(=O)(=O)c1ccc(F)cc1)=NOC(=O)c1ccc(Cl)cc1	-1	/
COc1ccc(C)cc1NC(=O)c1nc(C)oc1C	1	-15
CCn1c(N=Cc2ccccc2Cl)nc2ccccc21	-2	1
COc1ccc(C2Nc3ccc4ncccc4c3C3=C2C(=O)CC(C)(C)C3)cc1 (centres undefined)	11	19
COc1ccccc1-c1nnc(NC(=O)c2ccc(S(=O)(=O)N(C)c3ccccc3)cc2)o1	-17	-2
COc1cccc(NC(=O)Cn2c(-c3ccccc3F)nc3ccccc3c2=O)c1	-1	4
Cc1ccc(-c2ncc(NC(=O)C3CCCC3)cn2)cc1	1	-1
COc1ccccc1N(CC(N)=O)S(=O)(=O)c1ccccc1	-5	-6
COCC(=O)N1CC(C(=O)N2CCOCC2)CCC1c1ccccc1 (centres undefined)	-6	-3
CCCNC(=O)c1cccc(C2CCCN(C(=O)NC)C2)c1 (centres undefined)	-1	-11
Cc1ccc(C2SCC(=O)N2CC(=O)N2CCOCC2)cc1 (centres undefined)	0	-7
CCc1ccc(NCN2C(=O)S/C(=C\c3ccc(C)o3)C2=O)cc1	2	8
COc1ccccc1C(=O)N1CCC2(CC1)NC(=O)N(Cc1ccc(C)cc1)C2=O	-1	28
O=C(c1cccc(F)c1)N1CCN(c2ccc(Cl)cc2)CC1	-8	3
COCC(C)NC1C2CC3CC(C2)CC1C3 (centres undefined)	2	-1
CCc1ccc(C2=CC(c3ccc(SC)cc3)n3nnnc3N2)cc1 (centres undefined)	-5	-16
Cc1ccc(Cl)cc1NC(=O)c1cccc(I)c1	-7	-7
O=C(NCc1cccnc1)C1CCCN(c2nccnc2Sc2ccccc2)C1 (centres undefined)	-2	7
O=C1NC(=O)N(c2ccc(F)cc2)C(=O)/C1=C/c1ccc(-c2ccccc2C(=O)O)o1	-7	4
COc1ccc(OC)c(C(O)c2coc3ccc(O)c(CN4CCOCC4)c23)c1 (centres undefined)	-14	1
CCOC(=O)c1ccc(NC(=O)N2CCCC2c2cc(CC)no2)cc1 (centres undefined)	2	0
Cc1ccc2nc3c(cc(S(=O)(=O)c4ccccc4)c(=N)n3Cc3ccco3)c(=O)n2c1	-11	12

Exported with bars between the fields: entries from further up
SMILES | Pf apPOL block | mHTT-CaM PPI inh
COc1ccccc1C(=O)N1CCC2(CC1)NC(=O)N(Cc1ccc(C)cc1)C2=O | -1 | 28
O=C(c1cccc(F)c1)N1CCN(c2ccc(Cl)cc2)CC1 | -8 | 3

Continuation:
SMILES	Pf apPOL block	mHTT-CaM PPI inh
COc1cc2c(cc1OC)C(c1ccc([N+](=O)[O-])cc1)=NC(C)(C)C2	-38	7
O=C(Nc1ccccc1F)N1CCC2(CC1)Nc1ccccc1-n1cccc12	-3	50*
O=C(c1ccc2c(c1)Sc1ncccc1C(=O)N2C1CC1)N1CCOCC1	0	-10
COc1ccc2c(c1)c(CN1CCC(C(=O)NC(C)c3ccccc3)CC1)cn2C (centres undefined)	-3	12
O=C(CCSCc1c(F)cccc1Cl)N1CCN(c2ncc(C(F)(F)F)cc2Cl)CC1	-4	/
O=C(Nc1c(F)cccc1F)N1CCc2[nH]cnc2C1c1ccncc1 (centres undefined)	-3	-5
Cn1c(=O)c(-c2ccc(C(=O)NCc3ccncc3)cc2)nc2ccccc21	-1	6
Cc1nn(C)cc1S(=O)(=O)Nc1ccc(C(F)(F)F)cc1	-9	-9
Cc1cccc2c(C(=O)NC3CC3)cc(N3CCCC3)nc12	15	2
Cc1cccc(-n2cc(C3CCN(C(=O)NCc4ccccc4)CC3)cn2)c1	-4	-5
CCOc1ccccc1NC(=O)C1CC=CCC1C(=O)O (centres undefined)	-4	2
COCCNC(=O)Cc1ccc(NS(=O)(=O)c2ccccc2Cl)cc1	-6	-11
C(=C\c1ccccc1)/CSc1nnc(-c2ccncc2)o1	-4	-2
Cc1cccc(CN2C[C@@]34C=C[C@@H](C[C@@H]3S2(=O)=O)O4)c1	0	1
CC(=O)N1c2ccccc2CCc2ccc(N)cc21	-17	0
O=C(Nc1ccc([N+](=O)[O-])cc1)c1c(F)c(F)c(F)c(F)c1F	1	1
O=C(Nc1ccccc1)/C(=C/c1cccnc1)NC(=O)c1ccco1	-13	0
O=C(Nc1cccc(-c2nc3ccccc3s2)c1)c1ccc([N+](=O)[O-])cc1	3	5
O=C(Nc1ccc2snnc2c1)N1CCN(c2ccccc2)CC1	-2	6
COc1cc2c(cc1OC)C(C(=O)Nc1ccc(F)c(Cl)c1)C(c1cccs1)N(C)C2=O (centres undefined)	-4	8
Cn1cnnc1SCc1ccc(F)cc1	-1	2
O=C1CC(CNS(=O)(=O)c2cccnc2)CN1c1ccc(Cl)cc1 (centres undefined)	-6	-8
CC1=C(C(N)=O)C(c2ccc(Cl)cc2)n2nc(SCc3ccccc3F)nc2N1 (centres undefined)	-2	8
O=C(O)c1cccc(Nc2ncnc3sc(-c4ccccc4)cc23)c1	-12	8
O=C(Nc1ccc(OCc2ccccc2)cc1)Nc1cc(-c2ccccc2)nn1-c1ccccc1	1&-6	/
COc1ccccc1OCCCCOc1ccc(C)cc1[N+](=O)[O-]	-7	-27
O=C(NCCNc1ccc(Cl)cc1[N+](=O)[O-])c1cccc(Br)c1	2	26
Cc1cccc(OCc2nc(-c3nonc3N)no2)c1C	-8	4
CCCOc1ccc(N2CC(C(=O)Nc3cccc([N+](=O)[O-])c3)CC2=O)cc1 (centres undefined)	-2	8
CCOC(=O)c1oc2c(c1C)C(=O)CC(C)(C)C2	0	-14
CC1CC(=O)C2=C(C1)Nc1nc(C(F)(F)F)nn1C2c1ccccc1 (centres undefined)	1	-10
COc1cccc2c1OC1(CCCCC1)N1N=C(c3ccccc3)CC21 (centres undefined)	-4	13
Cc1nn2c(-n3ccnc3)cc(-c3ccccc3)nc2c1-c1ccccc1	-1	-14
CCCC(=O)NCCC1CCN(C(=O)c2ccc(F)cc2)CC1	11	-10
Nc1nncn1C(=O)COc1ccc(Cl)cc1Br	-6	-7
C=CCCCNC(=O)OC(C)(C)C	-2	-2
COc1ccc2oc(=O)c(C(=O)NC(C)c3ccccc3)cc2c1 (centres undefined)	2	-1
CCC(Oc1ccccc1)C(=O)Nc1ccccc1OC (centres undefined)	-5	-46
COc1ccc(NC(=O)C2CCc3nc(N4CCN(C(C)=O)CC4)sc3C2)cc1Cl (centres undefined)	-2	48
Cc1cc(C)cc(S(=O)(=O)N2CCC(c3nc(C(=O)N4CCOCC4)c(C)o3)CC2)c1	-2	16
COc1ccc(S(=O)(=O)N(CC(=O)Nc2cccnc2)c2ccc(C)cc2)cc1OC	2	15
COc1ccc(CCNC(C)=O)cc1OC	-2	0
O=C1CCCN2N=C(SCC(=O)Nc3ccc([N+](=O)[O-])cc3)SC2=N1	2	2
Cc1cccc(-c2nocc2CCC(=O)NC2CCN(Cc3ccccc3)CC2)c1	-5	13
COc1ccc(NC(=O)c2cn(-c3ccc(Cl)cc3)c(=O)c3ccccc23)cc1Cl	-3	-4
CCn1cc(CN2CCC(C(=O)NCc3ccc(OC)cc3)CC2)c2cc(OC)ccc21	1	20
CCc1nc(-c2cccnc2N2CCCC(C(=O)N3CCC(C)CC3)C2)no1 (centres undefined)	-3	4
Cc1nc2ccccc2nc1N1CCOCC1	-5	-5
Cc1ccccc1Nc1nc2nonc2nc1N1CCOCC1	-4	3
Cc1c(Br)c([N+](=O)[O-])nn1CC(=O)Nc1c(C)n(C)n(-c2ccccc2)c1=O	-1	0
Cc1sc(NC(=O)COc2ccc([N+](=O)[O-])cc2)c(C(N)=O)c1C	-10	8
COc1cccc(C(=O)Nc2c3c(nn2-c2cccc(Cl)c2)CS(=O)(=O)C3)c1	-2	5
Cc1ccc2nc(N3CCC(C(=O)NCc4ccccc4)CC3)[nH]c2c1	-24	15
Cc1c(Br)ccc(NC(=O)CCN2C(=O)C3C4CCC(C4)C3C2=O)c1C (centres undefined)	-3	-1
O=C(CN1CCN(CC(=O)c2ccco2)CC1)NCc1ccccc1Cl	-8	-1
COC(N)=NC(=S)Nc1ccc(F)cc1F	4	/
O=C(CSc1nc2sc3c(c2c(=O)n1-c1ccccc1)CCCC3)NCC1CCCO1 (centres undefined)	1	3
Nc1ncnc(Nc2cccc(C(F)(F)F)c2)n1	6	/
O=C(O)CN1C(=O)c2cc(Cl)c(Cl)cc2C1=O	-9	-1
OCCCN=C1CCCc2c1[nH]c1ccc(Cl)cc21	4	3

Later entries
SMILES	Pf apPOL block	mHTT-CaM PPI inh
Cc1ccc(C2CC(C(F)(F)F)n3ncc(C(=O)Nc4ccccc4Cl)c3N2)cc1 (centres undefined)	-5	0
CCOc1ccc(-c2noc(Cc3nc(-c4ccccc4)cs3)n2)cc1	0	-12
Cc1cc(C)nc(NC(=O)C2C3C=CC(C3)C2C(=O)O)c1 (centres undefined)	4	-4
O=C(Nc1cnc(N2CCCC2)nc1)c1cccc(F)c1	-1	-2
N#CC1=C(N)Oc2nc(-c3ccccc3)[nH]c2C1c1cccnc1 (centres undefined)	1	-1
Cc1ccc(Cl)cc1N1CCN(C(=O)c2cccn3c(=O)c4cc(Cl)ccc4nc23)CC1	-3	13
O=C(c1ccc2c(c1)nc1n2CCCC1)N1CCN(c2ccccc2)CC1	-4	11
Cc1cc(-c2ccccc2)nc2c(Br)c(C(=O)O)nn12	-1	4
Cc1ccc(-n2c(SCC(=O)Nc3ccc4c(c3)OCO4)nc3c(c2=O)SCC3)cc1	0	13
Cc1ccccc1-n1c(-c2ccc(F)cc2)cn2c3c(=O)n(C)c(=O)n(C)c3nc12	-5	-3
CCOc1ccccc1NS(=O)(=O)c1ccc(Cl)c(OC)c1	-7	-16
FC(F)(F)c1cccc(N=Cc2cccnc2)c1	-3	/
COc1cc([N+](=O)[O-])ccc1NC(=O)C(C)(C)Oc1ccc(Cl)cc1	-5	2
C/C=C/C=C/C(=O)Nc1c[nH]c(=O)[nH]c1=O	-3	-2
CC(C)(C)C(=O)OCOC(=O)[C@@H]1N2C(=O)[C@@H](N=CN3CCCCCC3)[C@H]2SC1(C)C	7	/
Cn1nc(COCc2cccc(F)c2)c2c1CCN(C(=O)Nc1ccc(Cl)cc1)C2	4	12
Cc1cccc(NC(=O)c2ccccc2-c2ccccc2C(=O)O)c1C	-5	7
CC1(C)OC(=O)C(=Cc2ccc(-c3cccc([N+](=O)[O-])c3)o2)C(=O)O1	-5	0
CC(C)(C)OC(=O)Cn1cnc2c(-c3ccc(Cl)cc3)csc2c1=O	-4	-30
Cc1ccc(N2C(=O)CSC2c2ccc3c(c2)OCO3)cc1Cl (centres undefined)	0	-9
O=C(NCC1CCN(C(=O)c2ccccc2F)CC1)c1cccc(C(F)(F)F)c1	-5	0
COc1cc(C2Nc3ccccc3C(=O)N2Cc2ccco2)cc(OC)c1OC (centres undefined)	1	2
COc1ccc(S(=O)(=O)N2CCCCC2CC(=O)Nc2ncccn2)cc1 (centres undefined)	-3	0
O=C(NCc1ccccn1)c1cc(S(=O)(=O)N2CCC3(CC2)OCCO3)ccc1F	-5	6
NCCS(=O)O	-10	/
O=C1CCC[C@@H]2C[C@@]3(C[C@@H]4CCN1[C@H]24)Nc1cc([N+](=O)[O-])ccc1NC3=NC1CCCCC1	-3	51*
COc1ccc(N(CC(O)CNCCC(C)C)S(=O)(=O)c2ccc(C)cc2)cc1 (centres undefined)	1	-14
N#Cc1ccc(C#CCOC(=O)Nc2ccc(OC(F)(F)F)cc2)cc1	-4	/
Nc1ccccc1Sc1nc2c(Cl)cc(Cl)cc2s1	-10	/
CC1Oc2ccccc2C=C1C=C1SC(=S)NC1=O (centres undefined)	-13	59*
COc1ccc(OC)c(NS(=O)(=O)c2cc(Br)cc3c2N(C(C)=O)C(C)C3)c1 (centres undefined)	2	30
CCOc1ccc(N2C(=O)CSC2c2cccc(F)c2)cc1 (centres undefined)	-6	2
CCCCNc1nc(-c2ccccc2)cc(C(F)(F)F)c1C(N)=O	-4	-21
Cc1onc(-c2ccccc2Cl)c1C(=O)NC1Cc2ccccc2C1	-5	/
Cc1ccc(C2N3CC4(C)CN2CC(C)(C3)C4=O)cc1 (centres undefined)	-1	-10
CC(C)(C)c1ccc(C(=O)N2CCCC3(C2)NC(=O)N(Cc2ccccc2)C3=O)cc1 (centres undefined)	-4	1
Cc1ccc(Cl)cc1NC(=O)N1CCCC(C)(C(=O)NCc2ccc(F)cc2)C1 (centres undefined)	-4	-4

Random excerpt: 7 entries already listed, in no set order.
SMILES	Pf apPOL block	mHTT-CaM PPI inh
O=C(CCSCc1c(F)cccc1Cl)N1CCN(c2ncc(C(F)(F)F)cc2Cl)CC1	-4	/
O=C(c1ccc2c(c1)Sc1ncccc1C(=O)N2C1CC1)N1CCOCC1	0	-10
COc1cccc2c1OC1(CCCCC1)N1N=C(c3ccccc3)CC21 (centres undefined)	-4	13
Cc1cccc(OCc2nc(-c3nonc3N)no2)c1C	-8	4
O=C(NCc1cccnc1)C1CCCN(c2nccnc2Sc2ccccc2)C1 (centres undefined)	-2	7
O=C(c1cccc(F)c1)N1CCN(c2ccc(Cl)cc2)CC1	-8	3
Cc1nn(C)cc1S(=O)(=O)Nc1ccc(C(F)(F)F)cc1	-9	-9
